# POLI inh – blocks human DNA polymerase iota activity; Q9UNA4; Pol iota fluorescent replication assay, 10 min; Potency, µM (doses to about 115 µM), without a hit: at the top dose activity, negative = inhibition, hits mostly inhibitors; 390,000 compounds, 1% hits
#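 Fluorescent replication assay read twice, at 0 min and 10 min after adding 50 nM (final) substrate. Enzyme (10 nM) and compounds were first incubated 15 min at room temperature; enzyme-free buffer wells were negative controls.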
# JMJD2A Tudor inh – JMJD2A Tudor domain (human) inhibition | O75164 | AlphaScreen JMJD2A-Tudor / H3K4me3 peptide binding | Potency, µM (titrated, usually from 114 µM), for inactives: at the top dose activity change, negative = inhibition, hits mostly inhibitors | 390,000 compounds, 4.4% hits | AID 504339; further: on the % scale 0 is the no-effect control and ±100 the full control effect; nearly all actives have a fitted effect of over 50% in size
# APE1 inh – inhibitors of human APE1 endonuclease. 350,000 compounds, 0.35% hits. recombinant APE1, TAMRA/BHQ-2 abasic DNA cleavage fluorescence. AID 2517. Potency, µM (series often up to 65.8 µM), without a hit: at the highest dose activity change, negative = inhibition, hits mostly inhibitors. P27695;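 further: plate controls were vehicle for no effect and reference inhibitor for full effect; nearly all actives have a fitted effect of over 55% in size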
#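 Quantitative HTS: incision of a TAMRA/BHQ-2 double-stranded substrate bearing a tetrahydrofuran abasic site by 0.75 nM APE1 raises fluorescence. Substrate 50 nM final, added after 15 min compound preincubation at room temperature; progress as third-minus-first kinetic read difference.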
# POLH inh – blocks human DNA polymerase eta activity. 390,000 compounds, 1.2% hits. Potency, µM (series often up to 114 µM), without a hit: at the top dose activity change, negative = inhibition, usual class: inhibitors. recombinant Pol eta, fluorescent DNA replication assay; further: on the % scale 0 is the no-effect control and ±100 the full control effect
#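 Pol eta (10 nM) was preincubated with compounds for 15 min at room temperature, after which fluorescent replication substrate (50 nM final) was added to start the reaction. Fluorescence was read kinetically at 0 and 10 min.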
# Pol beta inh – blocks human DNA polymerase beta activity; Pol beta primer extension/strand displacement, fluorescence kinetic; Potency, µM (titrated, usually from 114 µM), for the others: at the highest dose activity change, negative = inhibition, most hits filed as inhibitors; 340,000 compounds, 1.3% hits; AID 485314; further: on the % scale 0 is the no-effect control and ±100 the full control effect
#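 Reaction started by 50 nM substrate onto compound-treated Pol beta (10 nM, 15 min preincubation, room temperature); plates read at 0 min and 10 min. Normalized concentration-effect data fitted by four-parameter Hill equation.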
# Pol kappa inh – inhibitors of human DNA polymerase kappa; Q9UBT6; purified Pol kappa, fluorescent DNA synthesis assay, 10 min; Potency, µM (highest dose often 107 µM), without a hit: at the highest dose activity, negative = inhibition, most hits filed as inhibitors; 400,000 compounds, 0.53% hits; AID 588579; further: on the % scale 0 is the no-effect control and ±100 the full control effect
# Target sequence (Q9UBT6 whole entry, looked up): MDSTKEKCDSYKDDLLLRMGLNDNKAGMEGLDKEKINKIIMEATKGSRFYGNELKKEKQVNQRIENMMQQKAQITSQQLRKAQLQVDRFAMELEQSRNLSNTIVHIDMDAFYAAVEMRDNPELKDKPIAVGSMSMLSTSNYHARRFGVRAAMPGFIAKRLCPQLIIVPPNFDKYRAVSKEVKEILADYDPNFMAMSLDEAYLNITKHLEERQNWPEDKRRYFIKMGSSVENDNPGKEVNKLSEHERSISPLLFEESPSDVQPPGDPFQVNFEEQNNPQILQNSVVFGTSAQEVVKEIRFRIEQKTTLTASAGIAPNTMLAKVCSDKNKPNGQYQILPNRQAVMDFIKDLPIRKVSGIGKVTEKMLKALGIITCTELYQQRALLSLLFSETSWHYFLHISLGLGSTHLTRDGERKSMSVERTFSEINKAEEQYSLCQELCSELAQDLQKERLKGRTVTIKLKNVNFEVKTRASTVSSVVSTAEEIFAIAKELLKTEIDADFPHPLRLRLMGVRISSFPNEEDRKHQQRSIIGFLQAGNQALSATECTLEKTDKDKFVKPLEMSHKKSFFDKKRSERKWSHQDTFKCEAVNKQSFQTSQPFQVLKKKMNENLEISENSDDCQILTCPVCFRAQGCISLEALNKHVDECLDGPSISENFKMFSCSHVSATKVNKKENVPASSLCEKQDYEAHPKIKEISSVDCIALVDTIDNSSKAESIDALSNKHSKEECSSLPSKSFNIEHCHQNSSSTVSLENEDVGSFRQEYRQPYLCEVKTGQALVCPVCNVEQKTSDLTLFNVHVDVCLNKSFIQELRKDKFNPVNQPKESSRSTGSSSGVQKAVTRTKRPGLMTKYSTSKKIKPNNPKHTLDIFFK
#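 Fluorescent qHTS in 1536-well format: enzyme (10 nM) and compound sat 15 min at room temperature before 50 nM substrate (final) was added. Signal taken at 0 and 10 min; no-enzyme buffer wells were negative controls.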
# BAZ2B inh – blocks human BAZ2B; Q9UIF8; AlphaScreen BAZ2B-H3K14Ac peptide displacement; Potency, µM (highest dose often 114 µM), inactives show top-dose activity change, negative = inhibition, usual class: inhibitors; 360,000 compounds, 4.4% hits; AID 504333; further: on the % scale 0 is the no-effect control and ±100 the full control effect; nearly all actives have a fitted effect of over 60% in size
#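 BAZ2B 50 nM plus b-H3(5-23)K14Ac 50 nM, PBS pH 7.4/0.01% Tween-20, 30 min RT; compound added (max 110 uM), 30 min RT; streptavidin donor/Ni-chelate acceptor beads 10 ug/mL final, 20 min dark; AlphaScreen read.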
# BLM inh – inhibitors of human Bloom syndrome helicase BLM; Potency, µM (highest dose often 56.1 µM), for inactives: top-dose activity change, negative = inhibition, actives largely listed as inhibitors; 350,000 compounds, 0.2% hits; P54132; AID 2528; recombinant BLM DNA unwinding, fluorescence dequenching;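 further: plate controls were vehicle for no effect and no enzyme for full effect; nearly all actives have a fitted effect of over 35% in size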
# G9a inh – G9a (human) methyltransferase inhibition | 350,000 compounds, 8.8% hits | Potency, µM (highest dose often 102 µM), for inactives: at the highest dose activity, negative = inhibition, most hits filed as inhibitors | AID 504332 | G9a H3K9 monomethylation, AlphaScreen, 2 h | Q96KQ7; further: on the % scale 0 is the no-effect control and ±100 the full control effect; nearly all actives have a fitted effect of over 75% in size
#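 Step 1: enzyme (final 20 nM) with compound, 15 min RT. Step 2: substrate peptide 500 nM and SAM 20 uM, 2 h RT. Step 3: anti-H3K9me1 antibody and AlphaScreen beads, 10 min, then plate read.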
# * hit, by the source's call; ? = inconclusive; / = not tested or not shown; ! = a repeat was not active; [ ] = remark or other dose. The call rests on the fitted dose curve; in most records, active means well fitted curve in the direction sought with a large enough effect; inconclusive means small, poorly fitted or top-dose-only effect, or another doubt; inactive means no such curve, though single readings can be large; an effect the other way counts as inactive or inconclusive. Potency means the concentration at half of the fitted maximal effect. Not all compounds are listed; count on the stated rates, not on these rows.
SMILES,POLI inh,JMJD2A Tudor inh,APE1 inh,POLH inh,Pol beta inh,Pol kappa inh,BAZ2B inh,BLM inh,G9a inh
O=C(c1cc(-c2ccncc2)nc2c(Cl)cccc12)N1CCN(c2ccccc2F)CC1,/,/,4%,/,-17%,/,-15%,-10%,-10%
O=C(CC1N=C2c3ccccc3N=C(SCc3ccc(F)cc3)N2C1=O)NCc1ccco1 (stereo not given),17%,?,3%,-8%,50µM*,-6%,-38%,-7%,-19%[59 µM]
CCCCCCCNC(=O)C1(CC2CC(c3ccc(Cl)cc3)=NO2)CCN(C(=O)C2CCCC2)CC1 (stereo not given),10%,-15%,19%,-15%,-1%,-3%,-28%,-3%,-9%
CC(=O)Nc1ccc(S(=O)(=O)N2CCN(Cc3csc(C)n3)CC2)cc1,19%,5%,21%,-8%,28%,-4%,-14%,-6%,-19%
Cc1cc(C)cc(N(C(=O)c2csnn2)C(C(=O)NC(C)(C)C)c2cccnc2)c1 (stereo not given),34%[activator],-17%,2%,-12%,-4%,-1%,-33%,-1%,5%
Cc1ccccc1C1NC(c2ccccc2C)C(C)C(=O)C1C (stereo not given),-16%,10%,5%,-17%,3%,0%,18%,-6%,39%
Cn1c(=O)c(=O)n(C)c2cc(S(=O)(=O)N3CCCC3C(=O)NCc3cccs3)ccc21 (stereo not given),26%,-7%,-1%,-15%,3%,11%,4%,3%,-4%
CCOC(=O)C(c1ccccc1)C(Nc1cc(C(F)(F)F)cc(C(F)(F)F)c1)c1ccccn1 (stereo not given),190%[activator],-8%,-5%,-16%,-26%,-3%,6%,-4%,4%
O=C(NCCOc1ccc(Cl)cc1)C1CC(=O)N(c2ccc3c(c2)OCCO3)C1 (stereo not given),14%,-18%,34%,-9%,/,-15%,3%,/,12%[2.33 µM]
O=C(NN1C(=O)c2ccccc2NC1c1cccnc1)c1ccc([N+](=O)[O-])cc1 (stereo not given),?,-17%,2%,-4%,6%,-8%,-9%,-8%,39%[59 µM]
Cc1ccc(C2Nc3ccccc3C(=O)N2CCCN2CCOCC2)cc1 (stereo not given),13%,5%,5%,-1%,1%,-1%,-6%,-1%,-2%
CN(Cc1nc(-c2cnccn2)no1)CC(O)c1ccccc1 (stereo not given),114%[activator],-9%,-7%,-13%,88%,-1%,0%,-1%,-32%
Cc1cc(NS(=O)(=O)c2ccc(NC(=O)/C=C/c3ccccc3)cc2)nc(C)n1,85%[activator],-10%,3%,-11%,/,2%,/,/,/
COc1cc(C(=O)NCC(c2cccs2)S(=O)(=O)c2cccs2)cc(OC)c1OC (stereo not given),27%,-5%,/,-24%,13%,-8%[60.1 µM],0%,-1%,-5%[59 µM]
COc1ccc(C(=O)NC23CC4CC(CC(C4)C2)C3)cc1,5%,-11%,9%,-19%,4%,-8%,5%,-3%,5%
CN1C(CC(=O)Nc2ccc(Cl)cc2Cl)c2ccccc2CC1(C)C (stereo not given),66%[activator],-1%,?,?,-9%,-9%,-15%,-2%,?
COc1cc(C2CC(=O)c3c([nH]c(C(=O)OCC4CCCCC4)c3C)C2)cc(OC)c1OC (stereo not given),-7%,-22%,/,-12%,-13%,7%,-25%,-3%,6%[59 µM]
O=C(CCc1ccccn1)N1CCCC(N2CCN(c3ccc(F)cc3)CC2)C1 (stereo not given),25%,-10%,5%,1%,17%,-18%,-15%,0%,21%
CC(=O)NC1=NN(C(C)=O)C(c2ccc(C(C)C)cc2)S1 (stereo not given),26%,-11%,-1%,-19%,-14%,-10%,-6%,1%,19%[59 µM]
CCOP(=O)(OCC)C(NC(=O)Nc1ccc(Cl)c(Cl)c1)C(N)=O (stereo not given),21%,-12%,1%,1%,31%,-7%,-1%,4%,10%[59 µM]
COc1cc(NC(=O)c2cc([N+](=O)[O-])ccc2NC(=O)CNC2CCCCC2)cc(OC)c1,23%,-21%,0%,-10%,-1%,-2%,?,-10%,-16%
COC(=O)c1ccc(NC(=O)CC2C(=O)N(c3ccccc3)C(=O)N2Cc2ccc(F)cc2)cc1 (stereo not given),7%,-12%,/,-14%,27%,-4%,-7%,-3%,-34%[59 µM]
C[C@H]1CN([C@@H](C)CO)C(=O)Cc2cc(NS(=O)(=O)c3ccc(Cl)cc3)ccc2O[C@@H]1CN(C)C(=O)Nc1cccc2ccccc12,50%[activator],-29%,-16%,-8%,/,-22%,/,/,/
CCOc1ccc(NC(=O)c2cc(F)c(F)cc2Cl)cc1OCC,145%[activator],-5%,-2%,-16%,15%,2%,-3%,-2%,3%
COc1cccc(NC(=O)C2CCN(S(=O)(=O)c3ccc4c(c3)N(C(C)=O)CCO4)CC2)c1,21%,-4%,-9%,10%,39%[activator],-3%,-10%,-2%,/
COc1ccc(N2CCN(C(c3cccc(OC)c3OC)c3nnnn3C3CCCC3)CC2)cc1 (stereo not given),?,45µM*,-3%,-30%,-2%,-4%,40µM*,-9%,13µM*
O=S(=O)(Nc1nc2ccccc2nc1Nc1ccc2c(c1)OCCO2)c1cccs1,?,?,-6%,?,18µM*,-42%,50µM*,-17%,?
Cc1nn(Cc2ccc(Cl)cc2Cl)c(C)c1NC(=O)c1nn(C)cc1Cl,47%[activator],-6%,-2%,-18%,7%,-12%,-8%,0%,62%[activator][59 µM]
O=C(O)c1cccc(N2C(=O)CSC2c2ccccc2)c1 (stereo not given),13%,-6%,14%,-14%,3%,4%,-1%,-1%,4%
Cc1ccc(C2(c3ccccc3)NC(=O)N(CC(=O)N3CC(=O)Nc4ccccc43)C2=O)cc1C (stereo not given),-5%,?,-24%,-8%,/,-3%,-8%,/,19%[12.7 µM]
CC1=C(C(=O)OCCOC(C)C)C(c2cc3c(cc2Br)OCO3)C2=C(CCCC2=O)N1 (stereo not given),-4%,-9%,-8%,-7%,2%,-5%,59%[activator],-10%,23%[59 µM]
O=S(=O)(c1ccccc1)N1CCNCC1,114%[activator],14%,/,-10%,/,-1%,/,/,/
O=C(CCNS(=O)(=O)c1ccc2c(c1)CCN2C(=O)C1CC1)N1CCN(c2cccc(C(F)(F)F)c2)CC1,6%,-16%,/,-14%,-11%,-9%[60.1 µM],-1%,-6%,-1%[59 µM]
NC(=S)N=Nc1c(O)n(CCCl)c2ccc(Cl)cc12,117%[activator],-8%,-6%,-12%,2%,-6%,-24%,-1%,0%
COc1ccccc1C1CC(c2ccc(Cl)cc2Cl)Nc2nc(N)nn21 (stereo not given),16%,-30%,0%,-26%,-10%,14%,?,-1%,?
COC(=O)CCNC(=O)Cn1cnc2sc3c(c2c1=O)CCCC3,-10%,-3%,4%,-14%,36%,9%,-1%,-1%,11%[59 µM]
Cc1cc(C)c(CN2CCN(C(=O)Cn3ccc(NC(=O)OCc4ccccc4)nc3=O)CC2)c(C)c1,19%,-18%,-10%,22%,/,-2%,4%,/,-47%[0.501 µM]
COc1ccc(NC(=O)C2CCN(S(=O)(=O)c3ccc4c(c3)NC(=O)CO4)CC2)cc1,21%,-23%,-9%,-12%,7%,-15%,-6%,-1%,/
Cc1cc(Cl)c2oc(C(=O)NCCN3CCCCC3CO)c(C)c2c1 (stereo not given),23%,-12%,-8%,-10%,-8%,-4%,-18%,2%,10%
CCCC(=O)Nc1ccc2c(c1)Cc1ccccc1-2,14%,-14%,-1%,2%,1%,-9%,1%,-3%,10%

# The last 6 entries of the part before lead into the next.
SMILES,POLI inh,JMJD2A Tudor inh,APE1 inh,POLH inh,Pol beta inh,Pol kappa inh,BAZ2B inh,BLM inh,G9a inh
COc1ccccc1C1CC(c2ccc(Cl)cc2Cl)Nc2nc(N)nn21 (stereo not given),16%,-30%,0%,-26%,-10%,14%,?,-1%,?
COC(=O)CCNC(=O)Cn1cnc2sc3c(c2c1=O)CCCC3,-10%,-3%,4%,-14%,36%,9%,-1%,-1%,11%[59 µM]
Cc1cc(C)c(CN2CCN(C(=O)Cn3ccc(NC(=O)OCc4ccccc4)nc3=O)CC2)c(C)c1,19%,-18%,-10%,22%,/,-2%,4%,/,-47%[0.501 µM]
COc1ccc(NC(=O)C2CCN(S(=O)(=O)c3ccc4c(c3)NC(=O)CO4)CC2)cc1,21%,-23%,-9%,-12%,7%,-15%,-6%,-1%,/
Cc1cc(Cl)c2oc(C(=O)NCCN3CCCCC3CO)c(C)c2c1 (stereo not given),23%,-12%,-8%,-10%,-8%,-4%,-18%,2%,10%
CCCC(=O)Nc1ccc2c(c1)Cc1ccccc1-2,14%,-14%,-1%,2%,1%,-9%,1%,-3%,10%
O=C(Nc1ccccc1Cl)/C(Cl)=C(\Cl)S(=O)c1ccccc1 (stereo not given),13µM*,-34%,1%,4%,3%,-1%,?,-22%,-118%[59 µM]
CCOC(=O)C1=C(C)N(C[C@@H]2CC[C@@H](Cc3ccc4cc(OC)ccc4c3)O2)C(=O)NC1c1ccccc1 (stereo not given in full),-6%,?,-13%,-11%,/,-10%,/,/,/
O=C(NCCc1ccccc1)C1CCN(C2CCN(Cc3ccco3)CC2)CC1,180%[activator],-23%,5%,-18%,-8%,-4%,-18%,2%,-12%[59 µM]
CCn1c(/C=C2\C(=O)Nc3ccccc32)nc2ccccc2c1=O,74%[activator],-24%,-5%,-3%,-18%,-14%,-31%,-8%,?
CCCCn1c(N)c(N(CC(C)C)C(=O)CCCSc2nncs2)c(=O)[nH]c1=O,27%,-1%,?,-8%,-14%,10%,-15%,-4%,-3%
Cc1c2oc3c(C)ccc(C(=O)N[C@@H]4C(=O)N[C@H](C(C)C)C(=O)N5CCC[C@H]5C(=O)N(C)CC(=O)N(C)[C@@H](C(C)C)C(=O)O[C@@H]4C)c3nc-2c(C(=O)N[C@@H]2C(=O)N[C@H](C(C)C)C(=O)N3CCC[C@H]3C(=O)N(C)CC(=O)N(C)[C@@H](C(C)C)C(=O)O[C@@H]2C)c(N)c1=O,/,/,13µM*!,/,/,8%[19.4 µM],/,?,11µM*
C=C(C)COc1ccc(-c2ncnc(C(F)(F)F)c2-c2ccc(OC)cc2)c(O)c1,10%,-25%,-24%,-20%,33%,2%,?,-12%,10%
